Screening data (PubChem)
H69AR inhibit = proliferation blockers of H69AR lung cancer cells, primary screen, cell-based, human, 86K library. H69AR lung tumor viability, ATP luminescence, 72 h; active compounds read low. viability, % at 10 µM. 85,000 tested, 6% active. AID 598, 2007;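 active means viability at or below 40%; inactive means viability above 40%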;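 further: multidrug resistant small cell line overexpressing MRP-1 efflux transporter; 100% = mean luminescence of untreated control wells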
Smad3 FoxH1 inh = Smad3/FoxH1 peptide binding inhibitors, primary screen, biochemical, TR-FRET; Mothers against decapentaplegic homolog 3 (Homo sapiens), P84022; TR-FRET Smad3/Dy647-FoxH1 peptide binding, europium anti-His; inhibition, % at 25 µM; 88,000 tested, 0.29% active; AID 630, 2007;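 active means compounds that reduce the energy-transfer binding signal between the protein and its labelled peptide by more than half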;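 further: 0% = Smad3 plus labelled peptide maximal FRET and 100% = peptide-only background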
F-actin modifier = modifiers of F-actin cytoskeleton organization, primary screen, imaging, HUVEC, phalloidin staining, high-content imaging; HUVEC TNFa F-actin phalloidin imaging; inhibition, % at 2 µM; 91,000 tested, 0.18% active;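 active means inhibition above the batch mean plus 3 SD and confirmed as a hit by visual image inspection, cut at about 30% in these data, passing the limit was not always enough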; further: strong numbers were not always called active
HUVEC prolif 384 = inhibitors of HUVEC proliferation, primary screen, cell-based, 384-well; CellTiter-Glo luminescence, 72 h; active compounds read low; viability, % at 10 µM (by protocol); 86,000 tested, 1.1% active; AID 648, 2007;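 active means viability at or below 30%; inactive means viability above 30%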;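 further: 100% = median luminescence of DMSO-only cell control wells on each plate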
Fibroblast inh = antiproliferative effect on LL 47 fibroblasts – human, LL 47 cells, CellTiter-Glo luminescence, primary screen; 85,000 tested, 1.1% active; LL 47 human lung fibroblast viability, ATP luminescence; active compounds read low; AID 719, 2007; viability, % at 10 µM;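 active means viability at or below 50% in the single dose screen; inactive means viability above 50%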;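 further: compound exposure lasted 72 h before the ATP readout; 100% = median luminescence of untreated cell-only wells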
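Material: Human LL 47 lung fibroblast cells | Input: 1,150 cells/well | Buffer or medium: IMEM plus 15% FBS | Compound dosing: 0.1% DMSO in all compound wells | Times: Overnight cell rest, 72 h compound treatment at 37 °C | Signal: CellTiter-Glo luminescence measuring cellular ATP | Measure: % viability versus median cells-only luminescence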
VCAM1 TNFa inh = inhibitors of TNFa-induced VCAM1 expression, primary screen, imaging, HUVEC, TNFa stimulus, immunofluorescence. inhibition, % at 2 µM. 95,000 tested, 0.48% active. HUVEC TNFa-induced VCAM-1 immunofluorescence, high-content imaging;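 active means inhibition above the batch mean plus 3 SD, with images confirmed as a hit by eye, cut at about 37% in these data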;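 further: 0% = TNF-stimulated DMSO wells and 100% = unstimulated control wells; not every result past the cut was called active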
PTK2B oligo ant = antagonists of Pyk2 self-association, primary screen, Q293 cells, FERM NanoBiT luminescence, HTS. Protein-tyrosine kinase 2-beta (Homo sapiens), Q14289. 99,000 tested, 0.83% active. z-score (the deposit names both 25 µM and 10 µM). active compounds read low;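 active means Z-score of -3 or lower, scaled per plate to the spread of control and sample wells; inactive means z-score above -3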;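 further: negative z-score means lost luminescence so less FERM oligomerization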
Target sequence (Q14289 whole entry, looked up): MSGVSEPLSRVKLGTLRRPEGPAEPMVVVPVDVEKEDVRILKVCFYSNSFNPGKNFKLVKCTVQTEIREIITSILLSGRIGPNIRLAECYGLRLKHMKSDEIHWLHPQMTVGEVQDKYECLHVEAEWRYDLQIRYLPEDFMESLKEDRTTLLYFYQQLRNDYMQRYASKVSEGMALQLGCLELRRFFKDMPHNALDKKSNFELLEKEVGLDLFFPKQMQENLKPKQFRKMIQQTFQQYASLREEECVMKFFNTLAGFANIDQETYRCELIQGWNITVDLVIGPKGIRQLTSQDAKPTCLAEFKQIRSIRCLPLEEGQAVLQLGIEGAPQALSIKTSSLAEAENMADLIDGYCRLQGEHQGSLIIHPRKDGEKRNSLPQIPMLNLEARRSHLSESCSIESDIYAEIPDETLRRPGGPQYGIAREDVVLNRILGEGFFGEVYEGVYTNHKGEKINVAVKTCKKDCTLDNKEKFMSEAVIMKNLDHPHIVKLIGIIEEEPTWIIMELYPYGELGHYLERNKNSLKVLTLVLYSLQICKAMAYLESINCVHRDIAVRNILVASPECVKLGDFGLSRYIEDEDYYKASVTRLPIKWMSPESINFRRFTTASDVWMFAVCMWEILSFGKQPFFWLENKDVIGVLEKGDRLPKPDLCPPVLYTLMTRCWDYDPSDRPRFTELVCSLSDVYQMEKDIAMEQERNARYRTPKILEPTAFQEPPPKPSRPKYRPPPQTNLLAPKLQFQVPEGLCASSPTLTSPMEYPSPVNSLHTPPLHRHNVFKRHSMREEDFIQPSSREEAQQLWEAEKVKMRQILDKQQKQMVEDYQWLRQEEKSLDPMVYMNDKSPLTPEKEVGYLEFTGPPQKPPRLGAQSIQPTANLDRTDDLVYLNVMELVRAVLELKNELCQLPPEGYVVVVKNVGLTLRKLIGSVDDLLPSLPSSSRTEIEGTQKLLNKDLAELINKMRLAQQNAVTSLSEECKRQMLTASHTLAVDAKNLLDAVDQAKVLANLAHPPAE
TNFa cytotox = cytotoxicity in TNFa-stimulated HUVEC, primary screen, cytotoxicity control for VCAM1 expression modulator project, imaging, Hoechst nuclei count; 93,000 tested, 0.17% active; HUVEC TNFalpha-stimulated, Hoechst cell count; cell count reduction, % at 2 µM;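 active means cell count reduction exceeding the screen mean by over 5 SD, scaled to untreated wells per plate, cut at about 78% in these data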;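 further: cells counted after 24 h of TNF alpha exposure following the 1 h pretreatment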
HUVEC tox IL1B = cytotoxicity in IL-1B stimulated HUVEC, primary screen, cytotoxicity control for IL-1B NFkB translocation project, imaging, Hoechst nuclear count, IL-1B stimulus; HUVEC cell count loss; cell count reduction, % at 2 µM; 94,000 tested, 0.41% active; AID 845, 2007;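 active means cell count reduction more than 3 SD above the screen-wide mean, cut at about 70% in these data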;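 further: normalized per plate to untreated control cells as the no-loss baseline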
Active calls of the source: *; . = no result given; [ ] = dose if it differs, or a comment. An excerpt; rates above refer to the full screens.

Structure,H69AR inhibit,Smad3 FoxH1 inh,F-actin modifier,HUVEC prolif 384,Fibroblast inh,VCAM1 TNFa inh,PTK2B oligo ant,TNFa cytotox,HUVEC tox IL1B
COc1ccc(Cn2nnnc2C(c2ccccc2Cl)N2CCN(C3CCCC3)CC2)cc1 (stereo not drawn),84,-6,0,89,108,-8,0.52,-5,-12
CCCCn1c2nc3ccccc3nc2c2c(=N)oc(C)nc21,58,21[fluorescence artefact?],.,94,94,.,1.2,.,.
CCCCN(CC)S(=O)(=O)N1CCC(C(=O)NCCCN2CCOCC2)CC1,94,1,10,93,95,-8,.,-9,12
Cc1cc(OCC(=O)Nc2ccncc2)c(C)cc1Br,90,14,15,98,100,-3,1.6,-23,8
CCCOc1ccc(/C(O)=C2/C(=O)C(=O)N(c3cc(C)on3)C2c2ccc(C(=O)OC)cc2)cc1 (stereo not drawn),84,-10,-26,92,94,-19,-1.9,-18,14
COc1cc(CNCCSc2nnnn2C)cc(Br)c1OCc1ccccc1F,.,.,9,.,.,-12,0.27,-6,-12
Cc1cc(NS(=O)(=O)c2ccc(Br)s2)no1,104,7,-8,100,96,-1,-0.27,-8,-4
Cn1c(=O)c2c(nc(CN3CCN(c4ccccc4)CC3)n2Cc2c(F)cccc2Cl)n(C)c1=O,75,-1,-3,86,91,3,0.06,-10,-15
CCn1c(O)c(N=NC2=NC(=O)CS2)c2cc(C)ccc21,85,-27,-29,102,105,16,-2.2,13,15
CC(=O)Nc1cccc(/C(C)=N/NC(=O)c2ccccc2Cl)c1,.,.,-14,.,.,8,-0.06,5,-2
Cc1noc(C)c1C(=O)NCc1ccccc1,95,5,.,91,97,-8,0.57,1,21
O=C(OCCN1CCCCC1)c1cc2ccccc2o1,98,-4,12,83,98,10,-0.06,-22,-4
COc1cccc(C(=O)N2CCN(C3CCC(c4ccccc4)CC3)CC2)c1OC (stereo not drawn),.,.,-47,.,.,-5,-0.42,10,-17
COc1ccccc1N(CC(N)=O)S(=O)(=O)c1ccc(C)cc1,90,1,-26,93,94,19,-0.73,-18,-16
CCOCCCN(Cc1cc2cc(C)cc(C)c2[nH]c1=O)C(=O)N(CC)CC,69,-3,5,93,97,-7,-0.34,-10,3
O=C(Cc1c(F)cccc1Cl)c1ccc(O)cc1O,92,8,-10,96,92,3,-0.5,-5,26
O=C(NCc1ccco1)c1nnc(Cc2ccc(Cl)cc2)o1,99,-4,13,92,93,17,.,-40,-8
Cc1cc(N2CCC(C)CC2)nc2ccc(N3C(=O)CCC3=O)cc12,87,12,.,92,102,.,0.11,.,.
COc1ccccc1CNC(=O)C1CCN(Cc2nc(-c3ccc(Cl)cc3)oc2C)CC1,66,6,.,42,103,.,.,.,.
CCOC(=O)N1CCN(c2c(NCCN(C)Cc3ccccc3)c(=O)c2=O)CC1,96,0,.,101,96,.,.,.,.

The list goes on; the last three above are carried over.
Structure,H69AR inhibit,Smad3 FoxH1 inh,F-actin modifier,HUVEC prolif 384,Fibroblast inh,VCAM1 TNFa inh,PTK2B oligo ant,TNFa cytotox,HUVEC tox IL1B
Cc1cc(N2CCC(C)CC2)nc2ccc(N3C(=O)CCC3=O)cc12,87,12,.,92,102,.,0.11,.,.
COc1ccccc1CNC(=O)C1CCN(Cc2nc(-c3ccc(Cl)cc3)oc2C)CC1,66,6,.,42,103,.,.,.,.
CCOC(=O)N1CCN(c2c(NCCN(C)Cc3ccccc3)c(=O)c2=O)CC1,96,0,.,101,96,.,.,.,.
CCC1(CC)C(=O)N(C)C(=O)NC1=Nc1ccccc1,106,-8,28,86,98,-2,-0.54,-24,-108
Cn1c(=O)[nH]c(=O)c2c1nc(N1CCCCCC1)n2CCCSc1nc2ccccc2o1,81,14,2,102,92,3,-0.56,-22,-15
Cc1ccc(-c2ccc(CCC(=O)O)n2-c2ccc(O)cc2)cc1,89,4,-43,87,94,-4,0.63,2,-7
COc1ccc(CNC(=O)c2cnn3c(C(F)F)cc(C)nc23)cc1,91,1,1,88,94,-19,0.58,-7,35
CC(C)Cc1nc2n[nH]c(N)c2c2c1CCCC2,96,-4,16,98,95,25,-1.6,-10,13
COCCCN=C(c1ccco1)n1c(=S)nc(-c2ccco2)n(CCCOC)c1=S,88,-7,1,85,107,0,0.9,-7,-15
CC/C(=N\NC(=O)c1csc(C)c1C)c1cccs1,.,.,-2,.,.,22,0.32,-11,-13
Cc1nnc(SCC(=O)Nc2nc(C(C)(C)C)cs2)s1,95,8,12,108,97,-12,-0.2,-35,-2
CCOC(=O)C1=C(C)NC(=O)NC1,.,.,-26,.,.,15,3,1,9
Cc1ccc(C(=O)N2CCSCC2)cc1,92,1,-3,93,100,19,0.97,6,9
COc1ccc(CN2C(=O)NC3(CCCCC3)C2=O)cc1F,.,.,9,.,.,-2,-0.04,12,-15
CCOC(=O)c1c(NC(=O)CSc2nnc(CNc3ccc(F)cc3)o2)sc(C)c1C,85,5,-20,76,92,1,0.67,-4,0
CCOC(=O)Cn1c(=O)oc2cc(S(=O)(=O)N3CCCC(C(=O)OCC)C3)ccc21 (stereo not drawn),97,2,-5,93,94,8,.,6,4
O=C1NC(=S)N/C1=C/c1cc([N+](=O)[O-])ccc1O,94,16,16,95,104,15,-0.56,-24,6
Cc1nc2ccc(S(=O)(=O)NCC(=O)N3CCC(N4CCCCC4)CC3)cc2s1,87,-7,6,93,100,-10,0.37,1,5
C(=N\n1cnnc1)/C1CCCCC1,88,2,5,100,93,-7,-0.35,0,5
CCCCOCCCNC(=O)COc1ccccc1,95,8,.,107,99,.,0.02,.,4
Cc1ccc(C)c(NC2=NS(=O)(=O)c3ccccc32)c1,86,5,12,96,105,8,0.65,-17,-17
COC(=O)c1c(NS(=O)(=O)c2ccc(C)cc2)sc2c1CCC(C)C2 (stereo not drawn),78,13,-15,88,94,14,-1.2,-16,-14
C/C(=N\N=C(c1ccccc1)c1ccccc1)c1cccs1,.,.,-39,.,.,8,-0.29,1,12

Structure,H69AR inhibit,Smad3 FoxH1 inh,F-actin modifier,HUVEC prolif 384,Fibroblast inh,VCAM1 TNFa inh,PTK2B oligo ant,TNFa cytotox,HUVEC tox IL1B
CCOc1ccc2c(c1)N(C(=O)CN1C(=O)CCC1=O)C(C)(C)C=C2C,100,0,.,105,103,.,1.2,.,.
CCCCCNC(=O)c1cc(S(=O)(=O)N2CCCCC2)ccc1F,96,2,.,98,92,.,0.01,.,.
CC(=O)Nc1ccc(C(=O)Cn2nnc3ccccc3c2=O)cc1,88,-6,-12,95,102,2,-0.26,-18,-26
O=C(Nc1ccc(S(=O)(=O)N2CCCCC2)cc1)c1ccc(CN2CCc3ccccc3C2)cc1,.,.,0,.,.,-32,0.74,-45,-22
COc1ccc(-c2cc(C(=O)N3CCN(C(c4ccccc4)c4ccccc4)CC3)no2)cc1,101,2,5,106,99,4,-0.69,11,-82
Cc1ccc(Nc2ncnc3sc(C)c(C)c23)cc1C,87,-7,-6,79,93,-14,-0.27,-6,59
Cc1ccccc1OCC(=O)NCC1CCCO1 (stereo not drawn),97,0,2,98,101,-2,1,-7,0
O=C1CSC(=Nc2ccccc2)N1,88,0,-6,92,97,18,0.35,-8,24
CCOc1ccccc1NC(=O)CSc1nnc(-c2cnccn2)n1C,.,.,51,.,.,8,0.98,-35,4
Cc1c(O)nc(SC2CC(=O)N(c3ccccc3)C2=O)[nH]c1=O (stereo not drawn),98,0,1,99,98,-10,0.52,4,-4
CCOC(=O)CN1CC23C=CC(O2)C(C(=O)O)C3C1=O (stereo not drawn),96,-2,6,101,98,0,.,5,-39
CCOC(=O)C1=C(c2ccccc2)O/C(=C(\C(=O)OC)C(F)(F)F)S1,67,11,-17,95,94,28,0.48,-8,10
Cc1ccc(CNC(=O)CCCn2c(=O)[nH]c3ccccc3c2=O)cc1,99,-7,7,98,98,-15,0.42,0,-2
O=C(OCC(=O)N1CCN(C(=O)c2ccco2)CC1)c1cc(-c2cccc(Br)c2)nc2ccccc12,69,9,9,67,107,10,-1.1,-5,-54
Cc1cc(C(=O)Nc2ccon2)cs1,98,-1,6,104,100,5,-0.41,-25,13
COC(=O)CC1=NC(=O)CS1,83,17[fluorescence artefact?],.,87,96,.,0.22,.,.
CCOc1cc(OCC)cc(C(=O)Nc2cccnc2)c1,76,16,.,98,74,.,2.1,.,.
O=C(CSc1nc2ccc(NC(=O)CSc3nnnn3Cc3ccccc3)cc2s1)Nc1ccccc1,107,7,5,59,75,-1,2.2,-11,-8
COc1ccc(-c2cc(-c3ccc(OC)cc3)nc(-c3ccc4c(c3)NC(=O)CO4)c2)cc1,.,.,0,.,.,3,-0.03,0,-10
CCCCCOCC1CC(C/C(C)=N/Nc2nc(-c3ccccc3)cs2)C(=O)O1 (stereo not drawn),.,.,-12,.,.,9,0.12,-15,-16

Structure,H69AR inhibit,Smad3 FoxH1 inh,F-actin modifier,HUVEC prolif 384,Fibroblast inh,VCAM1 TNFa inh,PTK2B oligo ant,TNFa cytotox,HUVEC tox IL1B
COc1ccc(OC)c(N(CC(=O)Nc2ccc(NC(C)=O)cc2)S(C)(=O)=O)c1,86,6,-16,98,100,-24,-0.53,-33,-20
Cc1ccc2nc(Nc3ccc4[nH]c(=O)[nH]c4c3)c(-n3nc(C)cc3C)nc2c1,.,.,6,.,.,-2,-1.2,1,0
O=c1[nH]c(CN2CCN(C/C=C/c3ccccc3)CC2)nc2ccccc12,56,-5,-11,89,97,2,-0.55,-10,-8
Cc1cc(SCC(=O)c2ccccc2)nc(C)n1,93,-7,10,91,105,9,0.29,1,-58
CC(=O)c1cc2c(cc1NC(=O)CN1CCC(Cc3ccccc3)CC1)OCO2,94,0,-17,88,96,28,-2.9,-10,-5
O=C(Cc1ccccc1F)Nc1ccc(Cl)nc1,90,4,-2,98,94,-2,0.84,-12,19
CS(=O)(=O)N(CC(=O)Nc1ccc2c(c1)OCO2)Cc1ccc(Cl)cc1,60,-2,-20,106,106,4,1.1,-2,-29
COCCN(C(=O)CCCC(=O)Nc1ccccn1)C(C(=O)NC1CCCC1)c1ccc(C)cc1 (stereo not drawn),86,1,-16,92,98,2,-0.48,-6,16
c1ccc2sc(NC3=NCN(C4CCCCC4)CN3)nc2c1,96,0,11,109,105,-4,-0.06,4,1
CC1(C)Cc2c(C#N)c(SCC(=O)c3ccccc3)nc(N3CCOCC3)c2CS1,.,.,1,.,.,4,-2.1,0,5
COc1ccc(N(C(=O)c2cccc(OC)c2OC)C2C=CS(=O)(=O)C2)c(OC)c1 (stereo not drawn),.,.,20,.,.,35,1,42,17
Cc1onc(-c2ccccc2)c1C(=O)N1CCOCC1,105,-1,-8,100,100,10,-0.71,6,23
CCNC(=O)c1c(C)[nH]c(C(=O)OCC)c1C,93,10,.,99,112,.,0.01,.,.
